BH1578 lux ind: induces V. cholerae light production without autoinducers | V. cholerae BH1578 lux reporter, luminescence, 6 h | hit rate 0.16% among 350,000 | activation, % at 18.7 µM | AID 588436; in the data active = activation mostly above about 9.7%, no sharp cut-off; inconclusive = no clear call, values can overlap the other calls; inactive = mostly below about 3.7%; note: not every result past the cut was called active; inactives centre near 0; reference of the scale not given here
Mtb FBA inh: inhibitors of M. tuberculosis fructose-bisphosphate aldolase; purified M. tuberculosis FBA, fluorescence read-out; inhibition, % at 1 µM; hit rate 2.3% among 360,000; P9WQA3; in the data active = inhibition above about 27%;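 note: 0% = vehicle and 100% = reference inhibitor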
Yp Topo-I inh: blocks Yersinia pestis topoisomerase I activity. hit rate 0.064% among 360,000. AID 504884. activity, % at 10 µM. Y. pestis Topo-I cleavage product accumulation, plate reader; in the data active = activity above about 50%, passing the limit was not always enough; inconclusive = no clear call, values can overlap the other calls; note: inactives centre near 2
TcdB GH inh: inhibitors of Clostridioides difficile toxin B glycohydrolase; P18177; TcdB glycohydrolase enzymatic assay, plate reader; hit rate 0.24% among 350,000; inhibition, % at 9.99 µM; in the data active = inhibition above about 10%
Target sequence (P18177 whole entry, looked up): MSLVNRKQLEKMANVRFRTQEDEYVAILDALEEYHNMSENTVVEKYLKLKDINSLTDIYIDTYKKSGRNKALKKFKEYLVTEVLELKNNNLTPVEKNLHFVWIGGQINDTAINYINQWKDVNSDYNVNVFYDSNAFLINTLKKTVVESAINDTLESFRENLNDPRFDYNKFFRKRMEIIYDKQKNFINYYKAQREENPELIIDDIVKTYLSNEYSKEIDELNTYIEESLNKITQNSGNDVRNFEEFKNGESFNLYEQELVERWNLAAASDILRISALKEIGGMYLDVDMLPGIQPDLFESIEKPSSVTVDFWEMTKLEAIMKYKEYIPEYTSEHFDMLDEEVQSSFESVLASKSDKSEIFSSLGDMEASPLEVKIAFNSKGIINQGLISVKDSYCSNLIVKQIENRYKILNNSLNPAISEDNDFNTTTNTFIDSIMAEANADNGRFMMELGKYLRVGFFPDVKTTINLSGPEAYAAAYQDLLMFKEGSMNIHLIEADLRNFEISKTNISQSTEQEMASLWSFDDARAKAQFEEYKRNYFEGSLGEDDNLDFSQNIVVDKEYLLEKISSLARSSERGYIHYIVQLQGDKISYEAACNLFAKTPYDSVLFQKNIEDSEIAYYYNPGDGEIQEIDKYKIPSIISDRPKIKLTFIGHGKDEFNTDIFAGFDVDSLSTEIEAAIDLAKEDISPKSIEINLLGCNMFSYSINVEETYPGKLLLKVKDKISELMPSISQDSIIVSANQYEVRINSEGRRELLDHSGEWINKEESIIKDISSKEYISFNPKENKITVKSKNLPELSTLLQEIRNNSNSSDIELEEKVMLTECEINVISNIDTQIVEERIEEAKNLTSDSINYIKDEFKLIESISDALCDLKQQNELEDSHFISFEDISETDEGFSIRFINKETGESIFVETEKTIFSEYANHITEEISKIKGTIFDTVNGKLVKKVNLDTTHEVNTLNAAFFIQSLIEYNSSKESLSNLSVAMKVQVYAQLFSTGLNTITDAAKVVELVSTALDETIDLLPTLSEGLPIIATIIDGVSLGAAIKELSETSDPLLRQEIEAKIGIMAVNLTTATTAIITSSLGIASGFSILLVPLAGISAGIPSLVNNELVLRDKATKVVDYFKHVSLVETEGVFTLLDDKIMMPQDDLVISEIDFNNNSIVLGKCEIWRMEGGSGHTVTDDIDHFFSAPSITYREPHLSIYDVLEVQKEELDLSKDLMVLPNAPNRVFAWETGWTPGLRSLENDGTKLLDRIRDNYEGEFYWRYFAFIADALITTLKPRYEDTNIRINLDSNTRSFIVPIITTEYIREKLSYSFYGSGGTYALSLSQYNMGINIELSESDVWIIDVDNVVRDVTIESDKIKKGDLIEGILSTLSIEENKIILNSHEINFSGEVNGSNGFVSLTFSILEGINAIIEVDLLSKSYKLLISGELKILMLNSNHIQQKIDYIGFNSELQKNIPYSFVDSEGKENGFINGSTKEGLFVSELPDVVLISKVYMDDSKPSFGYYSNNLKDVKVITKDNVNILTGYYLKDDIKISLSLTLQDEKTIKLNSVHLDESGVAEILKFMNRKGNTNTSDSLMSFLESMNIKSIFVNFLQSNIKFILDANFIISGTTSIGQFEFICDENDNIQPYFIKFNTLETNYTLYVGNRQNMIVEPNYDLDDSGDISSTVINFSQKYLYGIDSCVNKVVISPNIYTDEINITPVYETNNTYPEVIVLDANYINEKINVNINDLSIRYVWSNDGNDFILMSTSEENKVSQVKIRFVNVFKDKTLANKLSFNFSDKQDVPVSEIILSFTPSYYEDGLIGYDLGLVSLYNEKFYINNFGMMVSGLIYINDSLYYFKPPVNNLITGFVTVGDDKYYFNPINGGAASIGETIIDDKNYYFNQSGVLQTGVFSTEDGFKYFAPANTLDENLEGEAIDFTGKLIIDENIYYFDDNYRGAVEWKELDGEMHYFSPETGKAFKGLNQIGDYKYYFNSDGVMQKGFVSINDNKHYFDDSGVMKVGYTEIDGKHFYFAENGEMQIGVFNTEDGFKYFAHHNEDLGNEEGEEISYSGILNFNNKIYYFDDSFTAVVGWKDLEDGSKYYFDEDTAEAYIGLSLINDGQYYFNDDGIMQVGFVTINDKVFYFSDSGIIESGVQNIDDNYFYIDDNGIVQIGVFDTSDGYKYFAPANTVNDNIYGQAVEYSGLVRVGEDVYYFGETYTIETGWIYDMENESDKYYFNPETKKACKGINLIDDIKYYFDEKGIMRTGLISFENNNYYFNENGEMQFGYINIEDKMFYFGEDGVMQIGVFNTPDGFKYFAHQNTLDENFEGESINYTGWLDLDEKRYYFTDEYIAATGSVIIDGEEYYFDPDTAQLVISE
PfHsp40 rescue: restores yeast growth despite PfHsp40 toxicity; S. cerevisiae expressing PfHsp40, growth rescue, ATP luminescence; growth rescue, % at 12.5 µM; AID 504582; hit rate 0.68% among 340,000; in the data active = growth rescue above about 28%, passing the limit was not always enough; inconclusive = no clear call, values can overlap the other calls;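 note: yeast W303a lacking pdr1 and pdr3 grown in galactose medium; growth measured after three days at 30 °C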
UGM FP inh: blocks M. tuberculosis UGM enzyme; hit rate 0.06% among 320,000; purified UGM, fluorescence polarization probe displacement; inhibition, % at 10 µM; AID 504406; in the data active = inhibition above about 10%, passing the limit was not always enough; inconclusive = no clear call, values can overlap the other calls
BioA inh: inhibitors of Mycobacterium tuberculosis BioA enzyme; AID 602481; hit rate 0.096% among 360,000; inhibition, % at 9.99 µM; purified M. tuberculosis BioA enzyme, plate reader; in the data active = inhibition above about 40%; inconclusive = no clear call, values can overlap the other calls
GDH-TPI counter: GDH-TPI coupled enzyme inhibition counter-screen; GDH-TPI coupled enzyme counterscreen, NADH absorbance; inhibition, % at 4.8 µM; hit rate 1.2% among 360,000; AID 588335; in the data active = inhibition above about 30%;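 note: 0% = DMSO wells and 100% = wells lacking the enzyme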
FadD28 FP inh: blocks FadD28 binding to the bisubstrate probe; inhibition, % at 12.5 µM; fluorescence polarization; AID 588549; hit rate 0.22% among 360,000; in the data active = inhibition above about 8.5%, passing the limit was not always enough; inconclusive = no clear call, values can overlap the other calls
* hit, by the source's call; i = inactive; ? = inconclusive; / = not tested or not shown; + = active, no number; & = joins results of further samples.

entry | SMILES | BH1578 lux ind | Mtb FBA inh | Yp Topo-I inh | TcdB GH inh | PfHsp40 rescue | UGM FP inh | BioA inh | GDH-TPI counter | FadD28 FP inh
1 | O=C(OCC(=O)N(CCc1ccccc1)Cc1ccccc1)c1ccccc1NCCO | -0.8 | 66* | 30 | 1.1 | 1.1 | -0.6 | 0.4 | -8 | -4.6
2 | COC(=O)c1ccccc1Oc1cc(C(F)(F)F)nc(-c2ccccn2)n1 | i | -3 | -7 | -1.2 | 0.2 | -2.3 | -0.8 | 1 | -1.4
3 | COc1ccc(C2CC(c3ccccc3)=NN2c2ccc(S(N)(=O)=O)cc2)cc1 (stereo unspecified) | / | + | 19 | 0.3 | 2.9 | -2.2 | / | 11 | 0.8
4 | COc1ccc(S(=O)(=O)N(C)C[C@H]2Oc3c(NC(=O)c4ccncc4)cccc3C(=O)N([C@H](C)CO)C[C@@H]2C)cc1 | 1.3 | -6 | -1 | 0.0&0.1 | -0.1 | -0.8 | -1.5&13 | 8 | -1.8
5 | CCCn1c(NC(=O)c2ccc(F)cc2)nc2ccccc21 | -0.4 | 3 | 16 | 0.6 | -0.4 | 0.2 | -0.3 | 8 | -1.0
6 | Cc1ccccc1NC(=O)COC(=O)Cc1ccsc1 | -0.2 | 0 | -7 | 0.0 | 0.2 | 1.5 | / | -4 | 1.1
7 | Cc1ccc(-n2c(N)c(C(=O)N3CCOCC3)sc2=S)c(C)c1 | -1.9 | -2 | -8 | / | -0.2 | -4.0 | 1.0 | 18 | -0.8
8 | CCOC(=O)c1cnc(SCC(=O)Nc2ccc(NC(C)=O)c(OC)c2)nc1N | -0.7 | 0 | 4 | / | -1.3 | -1.7 | -1.4 | 6 | -0.4
9 | Cc1cc(NC(=O)C(C)SCC(=O)N(C)CC(=O)Nc2ccc(Br)cc2C)no1 (stereo unspecified) | -0.1 | -1 | 8 | 0.1 | -0.6 | -1.9 | 0.1 | -3 | 0.1
10 | CCN(CC)C(=O)Cn1cc(C(=O)C(=O)NCCc2ccc(S(N)(=O)=O)cc2)c2ccccc21 | -0.2 | 11 | -4 | 1.9 | -0.6 | -1.9 | / | 4 | 1.7
11 | COc1ccc(C(=O)Nc2ccc(S(=O)(=O)N3CCc4ccccc43)cc2)cc1 | i | -5 | 5 | / | -0.2 | 2.0 | 1.6 | 9 | -4.8
12 | CCCCCCCN1CCN=C1Nc1ccccc1 | i | 5 | -5 | 0.5 | -0.8 | 4.0 | -4.6 | 12 | 0.1
13 | CCOC(=O)N/N=C/c1ccc(OC)c(O)c1 | i | -1 | 3 | 6.0 | 1.1 | -2.3 | / | -3 | -4.8
14 | Cn1c(N)c(C(=O)COC(=O)c2ncc(Cl)c(Cl)c2Cl)c(=O)n(C)c1=O | -1.0 | -2 | -4 | 0.4 | -1.5 | 0.7 | / | 2 | -3.7
15 | CN(C)c1nc(Nc2ccc(F)cc2)nc(Oc2ccc(F)cc2)n1 | i | -4 | 9 | 0.6 | 0.4 | 2.1 | 0.1 | -11 | -3.1
16 | Cn1[nH]c(C(F)(F)F)cc1=O | i | -1 | -4 | -0.1 | 0.1 | -1.2 | 0.8 | 3 | -2.2
17 | Cc1cccc(C(=O)N(Cc2nc3ccccc3c(=O)[nH]2)C2CCCC2)c1 | -0.8 | -1 | 23 | 0.3 | 0.4 | 1.7 | / | -13 | -4.4
18 | Cc1ccc2c(c1)C1CN(C)CCC1N2C(=O)c1cn(-c2ccccc2)nc1-c1ccccc1 (stereo unspecified) | / | 1 | -1 | 2.3 | -0.6 | -2.8 | / | 1 | 2.1
19 | O=C(CN(c1ccc(F)cc1)S(=O)(=O)c1ccc2c(c1)OCCO2)NCC1CCCO1 (stereo unspecified) | i | 4 | 3 | / | 2.4 | 3.7 | -2.4 | 6 | -1.6
20 | CC(=O)c1cccc(NC(=O)CCC(=O)Oc2ccc(C)cc2)c1 | i | -2 | 4 | 1.3 | -1.1 | 1.6 | -2.4 | 1 | -3.6
21 | Cc1ccc(Nc2nnc(-c3ccncc3)s2)c(Br)c1 | i | 3 | -1 | 0.6 | 0.3 | -0.7 | 2.2 | 2 | -2.6
22 | O=C(NCc1ccc(Cl)cc1)c1cc(-c2ccco2)on1 | i | 3 | 5 | / | -0.2 | 0.0 | -1.2 | 9 | -2.1
23 | CCOC(=O)C1=NOC(CNc2ncc(C(F)(F)F)cc2Cl)C1 (stereo unspecified) | 1.0 | -2 | -6 | 0.3 | -0.3 | 1.2 | / | 5 | -2.2
24 | COc1cccc(N2CCN(C(=O)C3C4C=CC5(CN(Cc6ccccc6Cl)C(=O)C35)O4)CC2)c1 (stereo unspecified) | -0.6 | -1 | -4 | / | 0.5 | -0.5 | / | 2 | -2.6
25 | Cc1ccccc1CS(=O)(=O)c1nnc([C@H](CC(C)C)NC(=O)OC(C)(C)C)o1 | -0.4 | 1 | 28 | 0.8 | 0.1 | -0.4 | -1.7 | 11 | -0.1
26 | O=C(CC[C@H]1O[C@@H](n2cnc3c(NC(=O)c4ccccc4)ncnc32)[C@H](O)[C@@H]1O)NCc1ccc(OC(F)(F)F)cc1 | / | 2 | / | -0.1 | / | / | -1.2 | / | -3.9
27 | O=C(CN1C(=O)CCC1=O)Nc1cccc(NC(=O)CN2C(=O)CCC2=O)c1 | / | 1 | 4 | 2.5 | 0.7 | 2.0 | / | -1 | -1.1
28 | CCOC(=O)C1CCN(C(=O)CN(c2ccc(Oc3ccccc3)cc2)S(C)(=O)=O)CC1 | -0.2 | -1 | 11 | -4.0 | 0.6 | -0.2 | 0.2 | 2 | 0.9
29 | O=C(Nc1ccc(Cl)cc1)N(C1=NCCC1)c1ccc(OC(F)F)cc1 | -3.1 | 1 | 4 | 2.5 | 2.9 | -0.2 | 1.6 | 0 | -1.9
30 | COc1ccc(C(=O)NCC(c2ccc(F)cc2)N2CCOCC2)cc1S(=O)(=O)N1CCCC1 (stereo unspecified) | 1.9 | 7 | 2 | / | 0.3 | -0.6 | 0.7 | -17 | -0.2
31 | O=C(CSC(=S)N1CCCC1)NCC(=O)Nc1ccc(F)c(F)c1 | -0.2 | 2 | 7 | 0.9 | -1.4 | -1.1 | -1.2 | 17 | -0.2
32 | COc1ccc(Cn2nc(-c3ccccc3)c(N3CCCCC3)cc2=O)cc1 | -3.6 | 0 | -8 | 1.8 | 0.0 | -1.2 | / | 9 | -3.1
33 | COC(=O)c1ccc(C2c3[nH]c4ccccc4c3C[C@H]3C(=O)N(C4CC4)CC(=O)N23)cc1 (stereo partly specified) | i | 0 | 36 | 0.9 | 0.0 | -1.8 | / | -5 | -1.3
34 | O=C(NCCCO)c1ccc2[nH]c3ccccc3c2c1 | i | 36* | 0 | / | 21 | -0.4 | -0.5 | 2 | -0.6
35 | O=C(COC(=O)c1cc[n+]([O-])cc1)Nc1ccc([N+](=O)[O-])cc1C(F)(F)F | 1.0 | -1 | -1 | 1.1 | -0.8 | / | -0.6 | 1 | -2.2
36 | Cc1cc(Cl)ccc1OCC(=O)Nc1nc(-c2cccs2)cs1 | i | 6 | 5 | / | 1.1 | 2.9 | -1.4 | -4 | -3.3
37 | CCOc1ccc(N2C(=O)c3cccnc3C2Nc2ccc(OC)cc2)cc1 (stereo unspecified) | -0.2 | 1 | 4 | / | 0.8 | -0.5 | / | 19 | 0.4
38 | COC(=O)Cc1c(C(=O)OC)nnn1-c1ccc(OC)cc1 | 0.4 | 0 | 0 | 1.4 | 1.7 | -0.5 | -0.6 | -3 | -1.7
39 | CN(C)c1cccc(NC(=O)c2ccco2)c1 | 0.2 | 0 | 7 | -4.8 | 0.3 | -2.0 | / | 4 | ?
40 | ClC(Cl)(Cl)c1nc(N/N=C/c2ccncc2)c2ccccc2n1 | i | -2 | 4 | 1.2 | -0.8 | -2.3 | / | 16 | -2.8
41 | CC(Sc1nnc(-c2ccco2)n1C)C(=O)NC1CCCC1 (stereo unspecified) | -2.6 | -1 | 4 | 0.7 | -1.2 | 2.4 | -0.2 | 5 | /
42 | C#CCOCCOCCOCCNc1nc(N2CCN(C(=O)Cn3cc(CCO)nn3)CC2)nc(N2CCN(C(=O)[C@H](CCCCN)n3cc(CC(C)O)nn3)CC2)n1 (stereo partly specified) | i | 2 | 0 | 1.2 | -0.6 | / | 0.2 | -7 | -2.7
43 | O=c1[nH][nH]c(-c2ccccc2)c1C=Nc1ccc(OC(F)(F)F)cc1 | -5.6 | -5 | 3 | -0.3 | 0.8 | 0.8 | -0.8 | 4 | -3.7
44 | O=C(CN(CCc1ccccc1)C(=O)c1csnn1)NC1CCCC1 | -1.2 | -2 | -10 | 1.3 | -0.9 | 1.6 | -0.6 | -2 | -3.2
45 | Cc1nn(-c2cccc(Cl)c2)c2c1C(c1cccnc1)C(C#N)=C(N)O2 (stereo unspecified) | i | -6 | -18 | / | 0.2 | 0.6 | -3.7 | 11 | 2.8
46 | CC(=O)c1sc2nc(=O)c(C)nn2c1C | -7.1 | 3 | 2 | / | -1.3 | -0.6 | 0.3 | 8 | -0.1
47 | NC(=S)NNC(=O)Nc1cccc(Cl)c1 | -0.5 | 2 | 1 | -1.0 | -1.8 | -2.4 | / | 6 | -3.2
48 | Cc1nonc1NC(=O)Nc1cccnc1 | i | 4 | -3 | / | 0.1 | -1.8 | / | -10 | -2.0
49 | Cc1cccc(CN2[C@H](COCc3ccccc3)C=CS2(=O)=O)c1 | / | -2 | / | 1.1 | / | / | 0.7 | / | -1.4
50 | Cc1cc(C)c(S(=O)(=O)Cc2ccc(Cl)cc2)c(=O)[nH]1 | -0.3 | 6 | 2 | -0.1 | 0.5 | -4.9 | / | 11 | -0.3
51 | CCCC(=O)N1CCN(c2ccc([N+](=O)[O-])c(NC(C)c3ccccc3)c2)CC1 (stereo unspecified) | -5.3 | -12 | 31 | / | 11 | 0.0 | / | 19 | -4.3
52 | Cc1csc(=N)n1Cc1ccccc1 | i | -1 | 6 | / | 0.1 | 3.1 | / | 8 | 1.5
53 | CCOc1ccccc1NC(=O)CSc1nc(=O)n(CCN2CCOCC2)c2c1CCCC2 | 0.9 | -2 | 8 | 2.5 | -0.3 | -0.2 | 14 | 10 | -0.8
54 | Cc1cccc(-n2c(C)nc3sccc3c2=O)c1 | 2.5 | -4 | -1 | / | 0.8 | -0.3 | / | -4 | -0.9
55 | Cc1cc(=O)oc(C)c1C(=O)N1CCCCC1 | -0.8 | 2 | 1 | / | -0.5 | 1.3 | 0.0 | -6 | -0.6
56 | CCOP(=O)(OCC)C(C#N)=C1SCN(c2ccccc2)CS1 | 0.6 | -5 | -2 | / | 1.9 | 1.9 | -1.3 | 1 | -0.6
57 | CCOC(=O)c1sc(=NC(=O)C2CC2)n(C)c1C | i | 2 | 8 | 1.9 | -0.5 | 1.5 | / | 6 | -1.1

Whole records from above.
`Cc1nonc1NC(=O)Nc1cccnc1` as listed: BH1578 lux ind = i; Mtb FBA inh = 4; Yp Topo-I inh = -3; TcdB GH inh = /; PfHsp40 rescue = 0.1; UGM FP inh = -1.8; BioA inh = /; GDH-TPI counter = -10; FadD28 FP inh = -2.0
`CCCC(=O)N1CCN(c2ccc([N+](=O)[O-])c(NC(C)c3ccccc3)c2)CC1` (stereo unspecified) as listed: BH1578 lux ind = -5.3; Mtb FBA inh = -12; Yp Topo-I inh = 31; TcdB GH inh = /; PfHsp40 rescue = 11; UGM FP inh = 0.0; BioA inh = /; GDH-TPI counter = 19; FadD28 FP inh = -4.3
`NC(=S)NNC(=O)Nc1cccc(Cl)c1` as listed: BH1578 lux ind = -0.5; Mtb FBA inh = 2; Yp Topo-I inh = 1; TcdB GH inh = -1.0; PfHsp40 rescue = -1.8; UGM FP inh = -2.4; BioA inh = /; GDH-TPI counter = 6; FadD28 FP inh = -3.2
